MsrA inh = inhibits bovine methionine sulfoxide reductase A; purified bovine MsrA, absorbance read-out; inhibition, % at 15.5 µM; 0.75% of 360,000 active; AID 651718; in the data active = inhibition above about 4.5%;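 note: 0% = vehicle wells with enzyme and 100% = reference inhibitor wells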
bovine MsrA act = bovine methionine sulfoxide reductase A activation; purified bovine MsrA, absorbance read-out; activation, % at 10.6 µM; 0.3% of 360,000 active; AID 602163; in the data active = activation above about 7.5%;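 note: 0% = vehicle and 100% = reference activator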
FAS-TE inh = inhibitors of human fatty acid synthase thioesterase domain. recombinant FAS-TE, OMFH fluorogenic substrate, fluorescence endpoint. P49327. 0.67% of 360,000 active. inhibition, % at 15 µM;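 active = compounds whose normalised, plate-corrected inhibition of enzyme fluorescence in the single-dose primary screen is 50% or more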;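 note: 0% = DMSO with enzyme and 100% = substrate without enzyme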
TbMetRS inhib = blocks T. brucei methionyl-tRNA synthetase activity; 0.4% of 360,000 active; inhibition, % at 11.9 µM; purified T. brucei MetRS, ATP depletion, Kinase-Glo luminescence;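 active = inhibition above a per-plate cutoff of the control wells' mean inhibition plus 3 SD, cut at about 5.5% in these data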;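 note: 0% = DMSO wells median and 100% = median of wells with control inhibitor compound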
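Test system: purified T. brucei MetRS enzyme. Also added: ATP, methionine and E. coli bulk tRNA substrates. Compound: 11.9 µM single point. Schedule: 15 min enzyme-compound preincubation, 2 h reaction, 10 min detection, 25 °C. Signal: luciferase luminescence of residual ATP, Kinase-Glo. Evaluation: percent inhibition versus plate control medians. Controls: DMSO wells, low control.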
eLon inh = E. coli protease La inhibition; purified E. coli Lon protease, fluorescence polarization; inhibition, % at 7.94 µM; 0.42% of 360,000 active; AID 602123; in the data active = inhibition above about 13%, passing the limit was not always enough;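 note: 0% = enzyme with probe and DMSO and 100% = no enzyme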
Rin1-Abl PPI inh = inhibitors of human Rin1-Abl protein interaction. P00519+Q13671. TR-FRET Rin1/Abl binding, biochemical. inhibition, % at 7.35 µM. 0.4% of 360,000 active. AID 588664; in the data active = inhibition above about 5%, passing the limit was not always enough
MLLE-PAM2 inh = inhibitors of microRNA-mediated deadenylation, human PABP1 MLLE binding. GST-MLLE / FITC-PAM2 fluorescence polarization. inhibition, % at 20 µM. 0.36% of 360,000 active; in the data active = inhibition above about 35%, passing the limit was not always enough;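 note: plate controls were DMSO wells with GST-MLLE for no effect and wells lacking GST-MLLE protein for full effect; some results filed as inactive read as strong as hits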
CSN inh = CSN deneddylation inhibition; AID 651999; Q92905; Purified CSN, SCF-Nedd8-OG deneddylation, fluorescence polarization; inhibition, % at 12.5 µM; 0.38% of 360,000 active;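 active = pattern-corrected inhibition above about 35%, with an unprinted fluorescence ratio check between 0.5 and 1.5, limit read from the data, passing the limit was not always enough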;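 note: 0% = enzyme with substrate and 100% = substrate without enzyme; some results filed as inactive read as strong as hits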
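Detection – fluorescence polarization · System – HEK293T-derived human Csn5 enzyme · Controls – substrate-only high control, full reaction low control · Timing – 90 min, room temperature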
Neddylation inh = inhibitors of human cullin neddylation; P61081+Q13564; TR-FRET cullin neddylation, biochemical; calls only at 25 µM; 0.58% of 360,000 active; AID 651699; in the data active = inhibition above about 36%
Target sequence (P61081 whole entry, looked up): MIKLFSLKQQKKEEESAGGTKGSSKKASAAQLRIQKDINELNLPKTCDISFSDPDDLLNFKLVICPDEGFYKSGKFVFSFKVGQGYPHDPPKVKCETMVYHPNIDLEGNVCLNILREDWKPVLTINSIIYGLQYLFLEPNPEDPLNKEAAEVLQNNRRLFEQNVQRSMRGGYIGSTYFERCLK
Target sequence (Q13564 whole entry, looked up): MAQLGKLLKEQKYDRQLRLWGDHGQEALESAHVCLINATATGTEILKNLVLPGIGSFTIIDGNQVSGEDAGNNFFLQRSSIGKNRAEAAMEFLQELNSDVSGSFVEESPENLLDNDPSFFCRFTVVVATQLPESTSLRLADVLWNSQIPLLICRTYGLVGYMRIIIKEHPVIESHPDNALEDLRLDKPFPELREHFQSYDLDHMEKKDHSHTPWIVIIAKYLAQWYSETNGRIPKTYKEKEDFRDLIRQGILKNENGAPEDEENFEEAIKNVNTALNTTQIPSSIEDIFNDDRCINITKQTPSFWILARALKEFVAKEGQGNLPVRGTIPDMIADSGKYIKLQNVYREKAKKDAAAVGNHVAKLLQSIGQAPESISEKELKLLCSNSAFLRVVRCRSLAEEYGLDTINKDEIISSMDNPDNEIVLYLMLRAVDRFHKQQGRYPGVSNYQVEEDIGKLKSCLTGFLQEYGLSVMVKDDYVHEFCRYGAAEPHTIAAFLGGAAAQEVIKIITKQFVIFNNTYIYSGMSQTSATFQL
* hit, by the source's call; i = inactive; nt = no result given.

No.	SMILES	MLLE-PAM2 inh	FAS-TE inh	CSN inh	Rin1-Abl PPI inh	Neddylation inh
1	CCCCn1c(N)c(N(Cc2ccccc2OC)C(=O)C2=COCCO2)c(=O)[nH]c1=O	-7	-4	1	2	i
2	COc1cc(NC(=O)c2cccc(C)c2)c(Cl)cc1[N+](=O)[O-]	7	5	-8	0	i
3	O=S(=O)(NCCc1ccncc1)c1ccccc1	-1	-10	3	-1	i
4	CC1CCCCC1NC(=O)c1ccc(S(=O)(=O)NNC(=O)c2ccncc2)cc1 (stereo not drawn)	17	-5	-5	-3	i
5	CCc1ccc(-n2c(=S)sc3c(=O)n(-c4ccccc4OC)c(=S)[nH]c32)cc1	27	23	-7	-2	i
6	COc1ccc(Cc2nc3ccc(C(=O)NCC4CCOCC4)cc3o2)cc1OC	7	-2	-1	0	i
7	COc1ccccc1C(=O)C1CCCN(C(=O)C2=CC(=O)CC(C)(C)O2)C1 (stereo not drawn)	5	-2	0	3	i
8	O=C(Nc1ccccc1)c1cc2ccccc2o1	-14	0	-5	1	i
9	Cc1cccc(NC(=O)CSc2n[nH]c(-c3ccncc3)n2)c1C	14	-6	-1	-1	i
10	O=C(NCc1ccco1)C(=O)NCC1OCCCN1S(=O)(=O)c1ccc(F)cc1 (stereo not drawn)	-2	-10	7	-1	i

No.	bovine MsrA act	eLon inh	TbMetRS inhib	MsrA inh
1	-2	-2	-0.1	2.4
2	-6	-11	-0.6	-0.2
3	-1	3	-0.4	-1.5
4	-5	-15	-0.2	-0.2
5	-1	3	0.1	0.9
6	-1	-9	-0.1	-0.1
7	-1	-3	-0.1	1.0
8	-2	-5	-1.9	-0.6
9	-3	0	-0.1	-1.0
10	-4	-10	-0.1	0.3

The list continues:
No.	SMILES	MLLE-PAM2 inh	FAS-TE inh	CSN inh	Rin1-Abl PPI inh	Neddylation inh
11	CC(=O)NC(c1ccc(F)c(F)c1)c1nc(-c2cccc(C(=O)O)c2)cs1 (stereo not drawn)	-4	1	2	0	i
12	CC1CN(C(C)C)C(C)CC1OC(=O)c1ccccc1 (stereo not drawn)	3	-10	2	-3	i
13	O=C(NCc1ccc(Cl)cc1)NCC(F)(F)F	-12	-10	2	2	i
14	CCc1c(O)nc(SCC(=O)Nc2ccccc2OC)n(-c2ccccc2C)c1=O	46*	-4	2	1	i
15	CC1=CC2C(C3C=CC2(C)C(=O)C3(C)O)C(C)(O)C1=O (stereo not drawn)	6	-8	5	0	i
16	O=C1C[C@H]2CCCCC(=O)N3CC[C@@H](C1)[C@@H]23	5	-7	1	-3	i
17	O=C1NC(Cc2c[nH]c3ccccc23)C(=O)N1CCOc1ccccc1 (stereo not drawn)	4	-2	1	-1	i
18	CN(C)c1ncc(S(=O)(=O)c2ccc(Cl)cc2)c(-c2ccccc2)n1	1	23	-1	3	i
19	COc1ccc(CN=C(N)N=C(N)N)cc1Cl	23	-4	-1	0	i
20	Nn1c(SCC(=O)Nc2ccccc2Br)nnc1-c1ccco1	2	-6	3	1	i

No.	bovine MsrA act	eLon inh	TbMetRS inhib	MsrA inh
11	-4	-9	-0.3	0.2
12	-9	-7	-1.2	-0.3
13	-2	-2	0.9	-0.1
14	0	5	0.1	1.7
15	-3	1	-0.2	-0.7
16	-8	-4	0.1	-1.7
17	0	5	0.0	-0.2
18	3	2	0.3	-0.4
19	-3	4	-0.1	1.0
20	-1	-14	0.5	-0.1

Continuation.
No.	SMILES	MLLE-PAM2 inh	FAS-TE inh	CSN inh	Rin1-Abl PPI inh	Neddylation inh
21	CN(c1ncc(C(F)(F)F)cc1Cl)N1C(=O)C2ONC3(C(=O)CC(C)(C)CC3=O)C2C1=O (stereo not drawn)	9	-2	-1	2	i
22	COc1ccc(-c2oc3ncnc(NCCCN4CCOCC4)c3c2-c2ccc(OC)cc2)cc1	7	19	3	-6	nt
23	COc1ccc([C@H]2CC(=O)C=C(c3cc4ccccc4c4ccccc34)C2)cc1	7	36	1	0	i
24	CCOC(=O)C1CCN(S(=O)(=O)c2ccc(-n3cnnn3)c(C)c2)CC1	10	-1	-3	4	i
25	O=C(Cc1ccc(S(=O)(=O)N2CCOCC2)s1)NNC(=O)c1ccccc1Cl	-14	-9	2	4	i
26	COc1ccc(CCNC(=O)NC(C(F)(F)F)C(F)(F)F)cc1OC	-9	-3	0	1	i
27	CCN1C(=O)CSc2ccc(C(=O)NCc3ccc(OC)cc3)cc21	-4	0	-3	-2	i
28	CCCCOc1ccc(C(=O)NCCc2cccs2)cc1	5	6	2	1	i

No.	bovine MsrA act	eLon inh	TbMetRS inhib	MsrA inh
21	0	15	-0.1	0.9
22	-3	-7	-1.3	0.1
23	0	0	-0.2	0.6
24	-4	-11	-0.5	-0.6
25	-12	-6	0.1	-0.5
26	-4	2	-1.2	-0.6
27	-5	-3	-0.7	-0.6
28	-1	0	0.2	nt

3 structures out of the list, arranged by count of non-hydrogen atoms, falling.
No.	SMILES	MLLE-PAM2 inh	FAS-TE inh	CSN inh	Rin1-Abl PPI inh	Neddylation inh
21	CN(c1ncc(C(F)(F)F)cc1Cl)N1C(=O)C2ONC3(C(=O)CC(C)(C)CC3=O)C2C1=O (stereo not drawn)	9	-2	-1	2	i
23	COc1ccc([C@H]2CC(=O)C=C(c3cc4ccccc4c4ccccc34)C2)cc1	7	36	1	0	i
27	CCN1C(=O)CSc2ccc(C(=O)NCc3ccc(OC)cc3)cc21	-4	0	-3	-2	i

No.	bovine MsrA act	eLon inh	TbMetRS inhib	MsrA inh
21	0	15	-0.1	0.9
23	0	0	-0.2	0.6
27	-5	-3	-0.7	-0.6

Among those listed so far, these have an aryl methoxy group:
No.	SMILES	MLLE-PAM2 inh	FAS-TE inh	CSN inh	Rin1-Abl PPI inh	Neddylation inh
1	CCCCn1c(N)c(N(Cc2ccccc2OC)C(=O)C2=COCCO2)c(=O)[nH]c1=O	-7	-4	1	2	i
2	COc1cc(NC(=O)c2cccc(C)c2)c(Cl)cc1[N+](=O)[O-]	7	5	-8	0	i
5	CCc1ccc(-n2c(=S)sc3c(=O)n(-c4ccccc4OC)c(=S)[nH]c32)cc1	27	23	-7	-2	i
6	COc1ccc(Cc2nc3ccc(C(=O)NCC4CCOCC4)cc3o2)cc1OC	7	-2	-1	0	i
7	COc1ccccc1C(=O)C1CCCN(C(=O)C2=CC(=O)CC(C)(C)O2)C1 (stereo not drawn)	5	-2	0	3	i
14	CCc1c(O)nc(SCC(=O)Nc2ccccc2OC)n(-c2ccccc2C)c1=O	46*	-4	2	1	i
19	COc1ccc(CN=C(N)N=C(N)N)cc1Cl	23	-4	-1	0	i
22	COc1ccc(-c2oc3ncnc(NCCCN4CCOCC4)c3c2-c2ccc(OC)cc2)cc1	7	19	3	-6	nt
23	COc1ccc([C@H]2CC(=O)C=C(c3cc4ccccc4c4ccccc34)C2)cc1	7	36	1	0	i
26	COc1ccc(CCNC(=O)NC(C(F)(F)F)C(F)(F)F)cc1OC	-9	-3	0	1	i
27	CCN1C(=O)CSc2ccc(C(=O)NCc3ccc(OC)cc3)cc21	-4	0	-3	-2	i

No.	bovine MsrA act	eLon inh	TbMetRS inhib	MsrA inh
1	-2	-2	-0.1	2.4
2	-6	-11	-0.6	-0.2
5	-1	3	0.1	0.9
6	-1	-9	-0.1	-0.1
7	-1	-3	-0.1	1.0
14	0	5	0.1	1.7
19	-3	4	-0.1	1.0
22	-3	-7	-1.3	0.1
23	0	0	-0.2	0.6
26	-4	2	-1.2	-0.6
27	-5	-3	-0.7	-0.6

The order is random; about 4% have a hit in one of these screens.
